High-throughput results deposited in PubChem by Southern Research Specialized Biocontainment Screening Center.
M. tuberculosis HTS: M. tuberculosis growth inhibition, HTS (AID 449762); 330,000 compounds, 0.59% hits; M. tuberculosis H37Rv growth inhibition, 7H9 media; higher % means a stronger effect; one-dose inhibition, % at 25 µM; IC50 in µM for titrated hits; in the data active = a potency from the dose series; inconclusive = inhibition above about 70% without an active follow-up result;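 also: bacterial growth assessed after seven days of incubation; strong numbers were not always called active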
inhibitors of VEEV: inhibitors of VEEV TC-83 cytopathic effect, confirmation, Vero cells (AID 588727). Vero cells, VEEV TC-83 cytopathic effect inhibition; higher % means a stronger effect. inhibition, % at 20 µM; hits with a dose series show IC50 in µM. 350,000 compounds, 0.13% hits; in the data active = a potency from the dose series; inconclusive = inhibition mostly from about 14% at the one dose, without a potency; inactive = the rest, 99 in 100 with inhibition below about 12%; also: strong numbers were not always called active
influenza NS1A: NS1A inhibition, H1N1 influenza, cell based functional assay (AID 504329). inhibition, % at 12.5 µM, or IC50 in µM where a hit was titrated. 340,000 compounds, 0.3% hits. NS1A functional cell-based assay, percent inhibition; higher % means a stronger effect; in the data active = a potency from the dose series; inconclusive = inhibition above about 27% without an active follow-up result; also: strong numbers were not always called active
Salmonella PhoP GFP: PhoP regulon inhibitors, Salmonella typhi PhoP promoter GFP reporter, confirmatory (AID 1850). Salmonella Typhi PhoP-promoter GFP reporter, fluorescence, 4 h; higher % means a stronger effect. one-dose inhibition, % at 50 µM; IC50 in µM for titrated hits. 310,000 compounds, 0.33% hits; in the data active = a potency from the dose series; inconclusive = inhibition mostly from about 25% at the one dose, without a potency; inactive = the rest, 99 in 100 with inhibition below about 19%;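 also: 0% = induced wells with vehicle and 100% = uninduced wells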
M. tuberculosis: growth inhibition of non-replicating M. tuberculosis (AID 488890). 320,000 compounds, 0.39% hits. inhibition, % at 25 µM, or IC50 in µM where a hit was titrated. Mycobacterium tuberculosis non-replicating, growth inhibition; higher % means a stronger effect; in the data active = a potency from the dose series; inconclusive = inhibition mostly from about 82% at the one dose, without a potency; inactive = the rest, 99 in 100 with inhibition below about 76%;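 also: plate controls were DMSO cells for no effect and high antibiotic wells for full effect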
inhibitors of VEEV 10K pilot screen: also measured in inhibitors of VEEV; calls as there; inhibition, %; measured here: 10K pilot screen inhibition
Starred values were filed as active, the others as inactive; i = inactive; ? = inconclusive; . = not tested or not shown.

SMILES	M. tuberculosis HTS	inhibitors of VEEV	influenza NS1A	Salmonella PhoP GFP	M. tuberculosis	others
CSc1oc(-c2ccccc2)nc1S(=O)(=O)c1ccc(C)cc1	7%	i	-7%	-2%	1%
Cc1ccc(N2C(=O)C(O)(C(F)(F)F)C3=C2CC(C)(C)CC3=O)cc1 (centres undefined)	0%	i	-4%	-3%	-14%
CC(C)C(=O)Nc1cccc(COc2cccc(CN(Cc3ccccc3)C(=O)OC(C)(C)C)c2)c1	.	i	-23%	.	.
O=C(CNC(=O)c1ccco1)NNC(=O)c1cccc(Cl)c1	9%	1.6%	-1%	.	-12%
CCC(Sc1nc2cc3c(cc2c(=O)n1Cc1ccco1)OCO3)C(=O)Nc1cccc(OC)c1 (centres undefined)	-14%	3.2%	0%	-14%	-1%
O=S(=O)(/N=C(\Sc1ccc(Cl)cc1)c1ccccc1)c1ccccc1	6%	2.4%	22%	-5%	?
O=S(=O)(NCC1CCCN(Cc2ccccc2O)C1)c1cccc2cccnc12 (centres undefined)	-3%	2.6%	-1%	-11%	12%
CC(=O)Nc1ccc(NC(=O)c2ccc(COc3ccccc3)cc2)cc1	9%	0.4%	0%	-5%	5%
Cn1c(=O)n(C)c2cc([N+](=O)[O-])c(N3CCN(C(=O)c4cccc(Cl)c4)CC3)cc21	0%	5.5%	-9%	-6%	-9%
COc1cccc(Nc2c(F)c(F)c(F)c(F)c2C(=O)O)c1	-3%	1.4%	0%	3%	14%
CCOC(=O)c1cnc(SC)nc1Sc1cc(Cl)ccc1Cl	-1%	5.4%	-19%	-6%	15%
CCOC(=O)c1cc(-c2ccccc2)nn1CC1CC(c2ccc(Cl)cc2)=NO1 (centres undefined)	1%	11%	-2%	-15%	18%
O=C(NC1CCCCC1)C(c1ccc2ncccc2c1)N(Cc1ccc2c(c1)OCO2)C(=O)c1ccc2c(c1)OCCO2 (centres undefined)	?	0.2%	5%	-5%	-1%
CCN(CC)c1ccc(/C=N/NC(=O)c2cnccn2)cc1	.	11%	-1%	.	.	inhibitors of VEEV 10K pilot screen=7.4
CNC(=O)Cn1ncc2c3ccccc3n(C)c2c1=O	6%	0.2%	-13%	-8%	-5%
Cc1ccc(C)c(OCC(=O)Nc2cc(C)on2)c1	-5%	0.2%	-4%	1%	.
Cc1nn(CCC#N)c(C)c1Oc1ccccc1O	3%	0.6%	0%	3%	0%
CCN(CC(=O)Nc1ccc(NC(C)=O)cc1)CC(=O)Nc1cccc(Cl)c1	5%	0.1%	4%	-2%	-6%
O=C(c1ccccc1)N1CCN(C2c3cccc4cccc(c34)C2NS(=O)(=O)c2ccccc2)CC1 (centres undefined)	47%	i	1%	8%	42%
CN(C(=O)C1CCCCC1)C1(C)CCS(=O)(=O)C1 (centres undefined)	-4%	i	-6%	10%	-8%
CC(C)c1onc(C(=O)Nc2cccnc2Cl)c1[N+](=O)[O-]	1%	i	10%	5%	47%
CCN1CCN(S(=O)(=O)c2ccc(Cl)c(C(=O)Nc3ccccc3N3CCCC3)c2)CC1	0%	1.2%	-1%	2%	23%
O=C1c2cccc3c(O)ccc(c23)C(=O)N1Cc1ccccc1	-6%	0.4%	0%	-45%	30%
Cc1ccccc1-c1nc(CS(=O)(=O)CC(=O)NC2CC2)c(C)o1	3%	0.6%	1%	2%	-12%
COc1ccc(CCN2CC(C(=O)NCCc3ccccc3C)CCC2=O)cc1 (centres undefined)	3%	0.1%	0%	0%	9%
Cc1ccc(C(=O)NNC2=Nc3cc([N+](=O)[O-])ccc3OC2)cc1	3%	5.3%	-24%	-9%	9%
Cc1onc(-c2ccccc2Cl)c1C(=O)NC(C)c1ccccc1 (centres undefined)	-6%	0.3%	-14%	2%	-7%
CC1CCC2(CC1)NC(=O)N(NC(=O)c1cccc(N(C)C)c1)C2=O (centres undefined)	-9%	1.1%	-5%	.	-6%
O=C(O)C(Cc1ccccc1)NC(=O)C(Cc1ccccc1)NC(=O)C12CC3CC(CC(C3)C1)C2 (centres undefined)	3%	0.6%	.	3%	1%
O=S(=O)(Cc1c(F)cccc1Cl)c1ncn[nH]1	2%	0.7%	-3%	-5%	1%
COc1cc(NCCCn2cnc(C(=O)Nc3ccc(C)c(C)c3)n2)cc(OC)c1OC	.	0.1%	12%	.	.
COc1c2ccccc2c(OC)c2ccccc12	-1%	i	-12%	-8%	16%
COc1ccc2c(c1)CC=C1C2CCC2(C)C(=O)C(=NO)CC12 (centres undefined)	.	?	6%	.	.
C=CCn1c(SCC(=O)NCC2CCCO2)nnc1-c1ccncc1 (centres undefined)	3%	4.1%	0%	.	7%
COc1ccccc1-n1c(SCC(=O)c2ccc(O)cc2O)nc2cc([N+](=O)[O-])ccc21	7%	9.5%	1%	3%	3%
FC(F)(F)c1cnc(N2CCSCC2)c(Cl)c1	-4%	1.1%	2%	-2%	-12%
CCOC(=O)c1c(C)[nH]c(C)c1C(=O)COC(=O)/C=C/c1cccc(F)c1	5%	1.5%	8%	2%	36%	inhibitors of VEEV 10K pilot screen=0.8
Cc1cc(C)cc(C(=O)NC(CC(N)=O)c2ccc(NC3CCCCCC3)c([N+](=O)[O-])c2)c1 (centres undefined)	2%	1.0%	2%	-38%	-11%
O=C(CN1CCN(Cc2ccc(F)cc2)CC1)Nc1nc2ccccc2s1	51%	0.3%	-4%	-7%	?
Cc1ccc(S(=O)(=O)Nc2cc(Cl)c(O)c3ncccc23)cc1	-1%	13%	12µM*	-7%	19%
CCOC(=O)NC1(C(F)(F)F)C(=O)NC(C)=C1C(=O)OC (centres undefined)	-5%	0.1%	2%	-1%	0%
CCOC(=O)C1CCCN(C(=O)c2ccc(CS(=O)(=O)Cc3ccccc3C)o2)C1 (centres undefined)	1%	0.1%	-2%	1%	-1%
OC1CCN(c2c3c(nc4cc(-c5ccc(F)cc5)nn24)CCC3)CC1	2%	9.9%	-5%	3%	7%
Cc1ccc(-c2ccc(CCC(=O)O)n2-c2ccc(C(=O)O)cc2)cc1	7%	i	6%	-9%	36%
CCn1c(SCC(=O)NNC(=O)c2ccc(OC)cc2)nnc1C(C)C	-6%	i	8%	-5%	3%

2 entries picked at random from the list so far:
SMILES	M. tuberculosis HTS	inhibitors of VEEV	influenza NS1A	Salmonella PhoP GFP	M. tuberculosis	others
COc1cccc(Nc2c(F)c(F)c(F)c(F)c2C(=O)O)c1	-3%	1.4%	0%	3%	14%
COc1cc(NCCCn2cnc(C(=O)Nc3ccc(C)c(C)c3)n2)cc(OC)c1OC	.	0.1%	12%	.	.

The results go on.
SMILES	M. tuberculosis HTS	inhibitors of VEEV	influenza NS1A	Salmonella PhoP GFP	M. tuberculosis	others
COc1ccc(CCNC(=O)C2CCN(c3ccc(N4CCOCC4)nn3)CC2)c(OC)c1	-10%	1.1%	4%	1%	.
CCOc1cc(S(=O)(=O)Nc2ccccn2)ccc1F	7%	1.4%	-11%	-4%	8%
CCOCCCNC(=S)Nc1ccc2nc(N3CCOCC3)cc(C)c2c1	7%	1.0%	2%	-5%	2%
CCOC(=O)C1CCCN(C(=O)COC(=O)c2cccs2)C1 (centres undefined)	-3%	0.7%	1%	.	-6%
COCCCNC(=O)CN1C(=O)CSc2ncccc21	-5%	i	-2%	-8%	-1%
Cc1nc2ccccc2nc1OCc1cccc(Cl)c1	5%	i	0%	-4%	41%
Nn1c(-c2ccccc2)nc2cc(Cl)ccc2c1=O	-4%	0.0%	21%	1%	-1%
C[N+]1(C)C2CCC1CC(OC(=O)C(CO)c1ccccc1)C2 (centres undefined)	-1%	i	-13%	1%	-2%
O=C(O)c1ccc(-c2nc(-c3ccccc3)cs2)cc1	17%	0.8%	2%	-11%	67%
COc1ccc(C(=O)NCC(=O)NCC(=O)OCC(=O)c2cccs2)cc1	-1%	0.7%	14%	-7%	-8%
Nc1ccc(Br)c[n+]1Cc1cccc2cccnc12	-5%	i	-5%	18%	-6%
Cc1ccc(/C=C2\SC(=S)N(CCC(=O)N3CCCCC3)C2=O)cc1	-3%	?	4%	7%	11%
Cc1ccc(/C=C(\NC(=O)c2ccccc2)C(=O)NC2CCN(Cc3ccccc3)CC2)o1	-10%	0.4%	18%	-3%	-10%
O=C(/C=C/c1ccco1)NCC(=O)N/N=C/c1ccc([N+](=O)[O-])cc1	3%	0.1%	0%	-1%	18%
CCOC(=O)[C@H]1[C@H]2COc3ccc(C)cc3[C@@H]2N2C(=O)CN(Cc3ccco3)C(=O)[C@@]12C	-12%	7.6%	10%	.	-12%
COc1ccc(NC(=O)CSc2nnc(C3CCCCC3)n2N)cc1OC	6%	1.9%	4%	9%	-2%
CCOC(=O)c1cccc(N/C=C/C(=O)c2ccc(OC)c(OC)c2)c1	?	11%	7%	-9%	28%
CC(C)(C)OC(=O)N1CCCN(C(=O)Nc2ccc(OC(F)(F)F)cc2)CC1	-1%	i	0%	3%	13%
CCOC(=O)N1CCC(NC(=O)Cc2cn(C)c3ccccc23)CC1	0%	0.9%	0%	-4%	3%
COc1ccccc1C(=O)Nc1cccc2cccnc12	51%	i	-10%	-11%	75%
O=C(NN1C(=O)C2C(c3ccccc3)C=CC(c3ccccc3)C2C1=O)c1ccccc1 (centres undefined)	-15%	1.9%	-5%	-8%	18%
Cc1c(NC(=O)CN2C(=O)NC(C)(c3ccccc3)C2=O)c(=O)n(-c2ccccc2)n1C (centres undefined)	0%	0.9%	-6%	-2%	18%
O=[N+]([O-])c1ccccc1SNc1ccccn1	-9%	1.6%	5%	2%	2%
CCN1CCCC1CN(Cc1cc2ccc(C)cc2[nH]c1=O)C(=S)Nc1ccc(F)cc1 (centres undefined)	8%	1.9%	5%	8%	46%
Cc1ccc(C(=O)NNC(=S)NC(=O)c2ccc(Cl)cc2Cl)cc1	?	2.6%	-13%	9%	?
CS(=O)(=O)N(CC(=O)Nc1ccc2c(c1)OCO2)c1ccc2c(c1)OCO2	-10%	0.8%	2%	-2%	-2%
COc1ccc(/C=N/NC(=S)NCc2ccccc2)cc1OC	2%	0.7%	15%	-5%	-7%
COCCCNc1c2c3c(cccc3[nH]c1=O)C(=O)c1ccccc1-2	2%	8.6%	-12%	-446%	.
CC(C)=CCC/C(C)=C/CC/C(C)=C/CC/C(C)=C/CC1=C(C)C(=O)c2ccccc2C1=O	-1%	i	9%	18%	18%
COc1ccc(NC(=O)c2ccc(NC(=O)CSc3nccc(=O)[nH]3)cc2)cc1	3%	1.4%	12%	11%	12%

Molecules listed so far that contain a Cl atom, in the order listed:
SMILES	M. tuberculosis HTS	inhibitors of VEEV	influenza NS1A	Salmonella PhoP GFP	M. tuberculosis	others
O=C(CNC(=O)c1ccco1)NNC(=O)c1cccc(Cl)c1	9%	1.6%	-1%	.	-12%
O=S(=O)(/N=C(\Sc1ccc(Cl)cc1)c1ccccc1)c1ccccc1	6%	2.4%	22%	-5%	?
Cn1c(=O)n(C)c2cc([N+](=O)[O-])c(N3CCN(C(=O)c4cccc(Cl)c4)CC3)cc21	0%	5.5%	-9%	-6%	-9%
CCOC(=O)c1cnc(SC)nc1Sc1cc(Cl)ccc1Cl	-1%	5.4%	-19%	-6%	15%
CCOC(=O)c1cc(-c2ccccc2)nn1CC1CC(c2ccc(Cl)cc2)=NO1 (centres undefined)	1%	11%	-2%	-15%	18%
CCN(CC(=O)Nc1ccc(NC(C)=O)cc1)CC(=O)Nc1cccc(Cl)c1	5%	0.1%	4%	-2%	-6%
CC(C)c1onc(C(=O)Nc2cccnc2Cl)c1[N+](=O)[O-]	1%	i	10%	5%	47%
CCN1CCN(S(=O)(=O)c2ccc(Cl)c(C(=O)Nc3ccccc3N3CCCC3)c2)CC1	0%	1.2%	-1%	2%	23%
Cc1onc(-c2ccccc2Cl)c1C(=O)NC(C)c1ccccc1 (centres undefined)	-6%	0.3%	-14%	2%	-7%
O=S(=O)(Cc1c(F)cccc1Cl)c1ncn[nH]1	2%	0.7%	-3%	-5%	1%
FC(F)(F)c1cnc(N2CCSCC2)c(Cl)c1	-4%	1.1%	2%	-2%	-12%
Cc1ccc(S(=O)(=O)Nc2cc(Cl)c(O)c3ncccc23)cc1	-1%	13%	12µM*	-7%	19%
Cc1nc2ccccc2nc1OCc1cccc(Cl)c1	5%	i	0%	-4%	41%
Nn1c(-c2ccccc2)nc2cc(Cl)ccc2c1=O	-4%	0.0%	21%	1%	-1%
Cc1ccc(C(=O)NNC(=S)NC(=O)c2ccc(Cl)cc2Cl)cc1	?	2.6%	-13%	9%	?

This is a random part of the collection; 1.5% or so of the library scored in one or more.
